Compound activity: PubChem BioAssay, MTDP
RNase H inhibition: RNase H inhibition, HIV 1 Gag Pol polyprotein, FRET biochemical assay, screening (AID 372). HIV-1 RT RNase H, FRET RNA/DNA substrate fluorescence; higher % means a stronger effect. inhibition, % at 10 µM, or IC50 in µM where a hit was titrated. 0.77% of 100,000 active; in the data active means inhibition above about 50%
* hit, by the source's call. Only part of the results is shown; the hit share may differ from the screen's.

Structure	RNase H inhibition
N#Cc1c(Nc2ccccc2)ccnc1NCc1ccccc1	3.0%
CCOc1ccc(CN2CCN(C(=O)c3cccs3)CC2)cc1	5.0%
NC1=NC(=O)/C(=C/c2cccc(OS(=O)(=O)c3ccc4ccccc4c3)c2)S1	50.0%*
CCSCCOC(=O)C1=C(C)NC(=O)NC1c1ccc(OCc2ccccc2)cc1 (stereo not given)	24.0%
CC1CCN(c2cc(N3CCC(C)CC3)c([N+](=O)[O-])cc2/C=N/Nc2nc(Nc3ccc(F)cc3)nc(N3CCCCC3)n2)CC1	9.0%
CCOc1ccc(C(=O)Nc2ccccc2CC)cc1	11.0%
CC(C)OCC(O)CS(=O)(=O)Cc1ccc(Cl)cc1 (stereo not given)	0.0%
CCOc1cc(C=C2C(=O)NC(=S)NC2=O)ccc1OCCOc1ccc(C)cc1C	42.0%
CCC(C)(C)C1CCc2c(sc(NC(=O)c3ccccc3Br)c2C(N)=O)C1 (stereo not given)	12.0%
Cc1ccc(NC(=O)COc2ccc(Br)cc2)cc1NC(=O)c1ccccc1	21.0%
COc1ccc(NC(=O)Cc2ccc(F)cc2F)cc1	15.0%
C=CCn1c2ccccc2c2nnc(SC(CC)C(=O)Nc3ccc([N+](=O)[O-])cc3)nc21 (stereo not given)	12.0%
Cc1ccc(C(=O)Nc2c(C(=O)N3CCN(Cc4ccccc4)CC3)cnn2-c2ccccc2)cc1	12.0%
CCC1CCc2c(sc(NC(=O)c3cc(-c4cccc(Br)c4)nc4ccccc34)c2C(N)=O)C1 (stereo not given)	1.0%
CCc1nn2c(C)c(C)c(C)nc2c1C	5.0%
C=CCSc1nc2c(c(=O)n1-c1ccc(C)cc1)C1(CCCC1)Cc1ccccc1-2	1.0%
Cc1ccc(S(=O)(=O)c2ccc3c(c2)Sc2ccccc2N3)cc1	33.0%
NC(=O)c1cccc(N=Cc2cc(Cl)cc(Cl)c2O)c1	0.0%
Cc1[nH]nc2c1C(c1cc([N+](=O)[O-])ccc1O)C(C#N)=C(N)O2 (stereo not given)	19.0%
Cc1cccc(-c2cc(C(=O)N3CCC(Cc4ccccc4)CC3)c3ccccc3n2)c1	7.0%
Cn1c(=O)n(Cc2ccccc2Cl)c2ccccc21	9.0%
O=C(NCCO)C(=O)NCCc1ccccc1	1.0%
CCOC(=O)N1CCN(C(=O)CN(c2ccc(C)cc2)S(=O)(=O)c2ccc(F)cc2)CC1	3.0%
COc1ccc(-n2nc3cc(C)c(NC(=O)c4ccc(-c5cccc([N+](=O)[O-])c5)o4)cc3n2)cc1	42.0%
CCOC(=O)C1=C(C)NC(=O)/C1=C\c1cccs1	5.0%
Cc1cc(N2CCCCCC2)nc2cc(Cl)ccc12	8.0%
Cc1ccc(Nc2ncc([N+](=O)[O-])cc2[N+](=O)[O-])cc1	10.0%
COc1ccc(C(=O)NCCSc2ccccn2)cc1	7.0%
O=[N+]([O-])c1ccccc1S(=O)(=O)Nc1ccccc1Br	5.0%
O=C1CC(c2cccc(I)c2)c2ccc3ccccc3c2N1 (stereo not given)	5.0%

Given as labelled records: part of the list above
CCOC(=O)N1CCN(C(=O)CN(c2ccc(C)cc2)S(=O)(=O)c2ccc(F)cc2)CC1
  RNase H inhibition: 3.0%
Cc1ccc(S(=O)(=O)c2ccc3c(c2)Sc2ccccc2N3)cc1
  RNase H inhibition: 33.0%
COc1ccc(-n2nc3cc(C)c(NC(=O)c4ccc(-c5cccc([N+](=O)[O-])c5)o4)cc3n2)cc1
  RNase H inhibition: 42.0%
O=[N+]([O-])c1ccccc1S(=O)(=O)Nc1ccccc1Br
  RNase H inhibition: 5.0%

Grouped by structure: those above with a cyano group
Structure	RNase H inhibition
N#Cc1c(Nc2ccccc2)ccnc1NCc1ccccc1	3.0%
Cc1[nH]nc2c1C(c1cc([N+](=O)[O-])ccc1O)C(C#N)=C(N)O2 (stereo not given)	19.0%

Going on with the list.
Structure	RNase H inhibition
O=C(COc1ccccc1)NC1CCC(CC2CCC(NC(=O)COc3ccccc3)CC2)CC1 (stereo not given)	28.0%
O=C(NN1C(=O)c2ccc([N+](=O)[O-])cc2C1=O)c1cccnc1	16.0%
COc1ccc(N(CC(=O)Nc2ccccc2Cl)S(C)(=O)=O)cc1	6.0%
Cc1cc(/C=C2\C(=O)NC(=S)N(c3ccc(Cl)cc3)C2=O)c(C)n1-c1ccc(I)cc1	24.0%
O=C1C2ON(c3ccccc3)C(c3ccccn3)C2C(=O)N1c1cccc(C(F)(F)F)c1 (stereo not given)	10.0%
CC(C)CCNS(=O)(=O)c1ccc(Cl)cc1	1.0%
Cc1cc(C)c(N=Cc2nc(-c3ccccc3)oc2O)c(C)c1	17.0%
CC(C)(C)C(=O)Nc1cccc(C(=O)Nc2ccc(O)cc2)c1	3.0%
O=C1NC(=O)N(c2cccc(F)c2)C(=O)/C1=C/c1cccn1-c1ccc(Br)cc1	54.0%*
Cc1cc(C)c(O)c(N=Cc2cc3c(cc2Br)OCO3)c1	21.0%
C=CCn1c(SCC(=O)NCCCO)nc2sc(C)c(C)c2c1=O	1.0%
O=C(O)CCCCCN1C(=O)C(=O)/C(=C(/O)c2ccccc2)C1c1ccc(Cl)cc1 (stereo not given)	0.0%
CCOC(=O)c1c(NC(=O)Cc2ccc(OC)cc2)sc(C(=O)Nc2cc(C(F)(F)F)ccc2Cl)c1C	2.0%
CCN1C(=O)C(Cc2nc3ccccc3c(=O)n2-c2ccccc2)c2ccccc21 (stereo not given)	10.0%
Cc1ccc(-c2csc(/C(C#N)=C\Nc3ccc(F)cc3)n2)cc1C	0.0%
Clc1ccccc1-c1nc2ccccc2[nH]1	9.0%
CC(=O)c1cccc(Nc2ncnc3ccc(Br)cc23)c1	0.0%
Cc1ccccc1Cn1cc(/C=C2\SC(=S)N(c3ccccc3)C2=O)c2ccccc21	8.0%
O=C(CSc1ccc(/C=N/NC(=O)c2cccc(F)c2)o1)Nc1ccccc1	10.0%
Cc1cc(F)ccc1NCc1ccccn1	13.0%
COc1ccc(CCNS(=O)(=O)c2cc(/C=C/C(=O)O)ccc2C)cc1OC	8.0%
COc1cc(C=O)ccc1OCCOCCOc1cc(C(C)C)ccc1C	33.0%
Cc1sc2nc(SCC(=O)c3ccc(O)c(O)c3)[nH]c(=O)c2c1C	75.0%*
COc1ccc(C2CC(=O)C3=C(C2)NC(C)=C(C(=O)OC(C)C)C3c2ccccn2)cc1 (stereo not given)	8.0%
CCCCOc1ccc(C(=O)Nc2ccc(C(C)=O)cc2)cc1	0.0%
COc1ccc(C(NC(=O)c2cccc(OC)c2)NC(=O)c2cccc(OC)c2)cc1	0.0%
CC(C)NC(=O)/C(=C\C=C\c1ccccc1)NC(=O)c1ccccc1	9.0%
CCOC(=O)c1ccccc1NC(=O)CN(c1ccccc1CC)S(C)(=O)=O	2.0%
COc1ccc(C2C=C(Nc3ccccc3)C(=O)N2c2ccccc2)c(OC)c1 (stereo not given)	14.0%
c1ccc(-c2nnc(-c3ccccn3)nc2-c2ccccc2)cc1	10.0%

Arranged by SMILES length (low to high): 4 of the compounds above.
Structure	RNase H inhibition
CC(=O)c1cccc(Nc2ncnc3ccc(Br)cc23)c1	0.0%
CCCCOc1ccc(C(=O)Nc2ccc(C(C)=O)cc2)cc1	0.0%
COc1ccc(CCNS(=O)(=O)c2cc(/C=C/C(=O)O)ccc2C)cc1OC	8.0%
COc1ccc(C(NC(=O)c2cccc(OC)c2)NC(=O)c2cccc(OC)c2)cc1	0.0%

Next structures follow:
Structure	RNase H inhibition
Cc1ccccc1/C=C1\SC(=S)N(Cc2ccccc2)C1=O	12.0%
COc1ccc(/C=N/NC(=O)CO)c(OC)c1	0.0%
O=C1CC(NCc2ccc3c(c2)OCO3)C(=O)N1c1ccc(Br)cc1 (stereo not given)	8.0%
COc1cc(/C=C2\C(=O)NC(=O)N(c3ccc(C)cc3)C2=O)ccc1OCc1cccc(C(=O)O)c1	8.0%
Cc1c(C(=O)Nc2cccc(F)c2)cccc1[N+](=O)[O-]	0.0%
O=C(NCCCO)Nc1ccc2nc(-c3ccccc3)c(-c3ccccc3)nc2c1	6.0%
CCC(=O)NC(=S)Nc1ccc(-c2nc3ccc(C)cc3s2)cc1	32.0%
CC(C)(C)c1ccc(/C=C/C(=O)NCc2cccnc2)cc1	0.0%
CCOc1cccc(N2C(=O)NC(=O)/C(=C\c3cccn3-c3ccc(Br)cc3)C2=O)c1	15.0%
CCOc1cc(C(=O)NC(=S)Nc2ccc(C(=O)OC)cc2)cc(OCC)c1OCC	28.0%
Cc1sc(N)nc1-c1c[nH]c2ccccc12	7.0%
CCCN(CCC)C(=O)c1ccc(C(=O)c2cc(OC)ccc2OC)cc1	14.0%
C(=N\N1CCN(Cc2cccc3ccccc23)CC1)/c1ccccn1	13.0%
Cc1ccc(Cl)cc1N(Cc1ccc(C(=O)N2CCCCC2)cc1)S(=O)(=O)c1ccccc1	14.0%
COc1cccc(C(=O)N2CCN(Cc3ccc(Cl)cc3)CC2)c1	0.0%

(list continues)
SMILES,RNase H inhibition
O=C(CO)N/N=C/c1ccccc1[N+](=O)[O-],4.0%
C=CCc1cccc(/C=N/NC(=O)c2cc(C(C)(C)C)[nH]n2)c1O,15.0%
Brc1ccccc1OCCCCCCN1CCCCC1,1.0%
CC(=O)N1C(=O)/C(=C\C(=O)c2ccc([N+](=O)[O-])cc2)c2ccccc21,17.0%
S=c1[nH]c2ccccc2n1CCOc1ccccc1,30.0%
COc1ccc([N+](=O)[O-])cc1NC(=O)/C=C/c1ccccc1,12.0%
N#Cc1ccc(Oc2ccc(NC(=O)c3ccc(Br)cc3)cc2)cc1,16.0%
Cc1ccc(N(CC(=O)Nc2cccc(Cl)c2C)S(C)(=O)=O)c(C)c1,3.0%
O=C1CC(N2CCN(c3ccc(Cl)cc3)CC2)C(=O)N1c1ccccc1F (stereo not given),5.0%
O=C1NC(=O)/C(=C\c2ccc(OCc3ccc(F)cc3)cc2)N1,15.0%
COc1ccccc1-c1coc2cc(OC(=O)c3c(C)cc(C)cc3C)ccc2c1=O,6.0%
O=C(COc1ccc2cc(-c3nc4ccccc4s3)c(=O)oc2c1)OCc1ccccc1,0.0%
Cc1cc(C)c(OCCOCCOc2cccc3cccnc23)c(Br)c1,14.0%
CC1(C)CC(n2c(SCc3ccccc3)nc3c(c2=O)C2(CCCCC2)Cc2ccccc2-3)CCO1 (stereo not given),8.0%
O=C(NCc1ccco1)C(=O)N/N=C/c1ccccc1[N+](=O)[O-],2.0%
O=c1c(CN2CCN(c3ccc(F)cc3)CC2)coc2c(Cl)cc(Cl)cc12,6.0%
COc1ccc(Cl)cc1NC(=O)C1=C(C)NC(=O)NC1c1ccc(Br)cc1 (stereo not given),0.0%
O=C1NC(=S)N(C(=O)c2ccc(F)cc2)/C1=C/c1ccc(Br)cc1,7.0%
Cc1cccc(-n2c(SCC(=O)c3ccccc3)nc3ccccc3c2=O)c1,12.0%
CCOC(=O)c1[nH]c(C)c(C(=O)c2cc(F)ccc2F)c1C,15.0%
CC(C)(C)c1ccc(C(=O)N2CCN(C(c3ccccc3)c3ccccc3)CC2)cc1,9.0%
Cc1cc(C(C)(C)C)ccc1OC(=O)Nc1ccccc1,21.0%
[O-][n+]1cc(O)c(Br)c2ccccc21,9.0%
Nc1nc(-c2cccs2)c(NC(=O)c2ccccc2)s1,2.0%
CCc1ccc(NC(=O)c2cccc(C(=O)Nc3ccc(CC)cc3)c2)cc1,0.0%
CCCCN(CC#Cc1ccc(C#CCN(CCCC)CCCC)cc1)CCCC,3.0%
O=C1N=C2C=CC=CN2C(=O)C1Cc1ccccc1 (stereo not given),0.0%
Oc1ccc(C2CC(c3ccccc3O)=NN2)cc1 (stereo not given),21.0%
CC(=O)Nc1ccc(CN2CCN(c3ncccn3)CC2)cc1,0.0%
O=C(N/N=C\c1ccc(-c2ccc(Cl)c(Cl)c2)o1)C1COc2cc3ccccc3cc2O1 (stereo not given),18.0%
O=C1NC(=S)S/C1=C\c1ccc(N2CCOCC2)c([N+](=O)[O-])c1,3.0%
Cc1ccc(/C=C/C(=O)O)cc1S(=O)(=O)NC1CCS(=O)(=O)C1 (stereo not given),6.0%
O=C(NC(Cc1ccccc1)C(=O)Nc1ccc([N+](=O)[O-])cc1)c1ccccc1 (stereo not given),7.0%
Cc1ccc(C(=O)Nc2ccccc2C(=O)Nc2ccccc2C(=O)O)cc1,11.0%
O=C1NC(=S)S/C1=C/c1ccccc1OCCCOc1ccc(Cl)cc1,28.0%
CC(=O)Oc1ccccc1N1C(=O)c2ccc(-c3nc4ccccc4c(=O)o3)cc2C1=O,0.0%
CCOc1ccc(N2C(=O)CC(N3CCN(c4ccccn4)CC3)C2=O)cc1 (stereo not given),0.0%
FC(F)C(F)(F)c1nc2ccccc2[nH]1,2.0%
CCOC(=O)C1=C(C)OC(N)=C(C#N)C1c1cccc(Oc2ccc(Cl)cc2)c1 (stereo not given),30.0%
CCc1nn(-c2ccccc2)c(N)c1C,7.0%
Clc1ccc(OCCCCCN2CCCCC2)cc1,6.0%
CCOc1ccc(NC(=O)c2cccnc2)c([N+](=O)[O-])c1,3.0%
O=C(O)c1ccc(-c2nc(-c3ccccc3)c(-c3cccs3)[nH]2)cc1,16.0%
O=C(Nc1ccc2c3c(cccc13)CC2)c1ccc(Br)o1,1.0%
c1coc(CNc2nc(-c3cccs3)cs2)c1,17.0%
O=C(O)CCCNS(=O)(=O)c1ccc(Br)cc1,5.0%
COc1ccc(C2/C(=C(\O)c3ccc(C)cc3)C(=O)C(=O)N2C)c(OC)c1 (stereo not given),0.0%
Cc1ccc(-c2cc(C(F)(F)F)n3ncc(C(=O)N(C)Cc4ccccc4)c3n2)cc1,26.0%
COc1ccc(CSCC(=O)N/N=C/c2ccc(OCc3ccc([N+](=O)[O-])cc3)cc2)cc1,25.0%
Cn1c(=O)c(C(=O)NCCCO)c(O)c2ccccc21,10.0%
O=C(N/N=C/c1ccccc1)c1ccn[nH]1,6.0%
